Screens as filed in PubChem BioAssay.
MITF act: MITF TRPM1 promoter activation in melanoma cells. 0.75% of 300,000 active. activation, % at 12.5 µM. SK-MEL-5 TRPM1-promoter luciferase, 24 h; % of positive control, neutral wells = 0;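 active = mean activation of at least 80% with every replicate also reaching 80%; inconclusive = mean reaches 80% but some replicate falls short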;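 note: 0% = neutral control wells and 100% = parthenolide positive control wells; values of inactives mirror those of a sister screen read the other way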
SR-BI uptake up: SR-BI HDL lipid transfer activation; CHO ldlA[mSR-BI] cells, DiI-HDL uptake fluorescence, 3 h; 100 = double the neutral-control signal; activation, % at 12.5 µM; 0.096% of 320,000 active; AID 504775;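 active = mean replicate activation of at least 60% and every replicate at or above 60%; inconclusive = mean or all-replicate condition met, but not both; inactive = mean below 60% and not all replicates reaching 60%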;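 note: 0% = median plate neutral-control signal and 100% = twice that signal; values of inactives mirror those of a sister screen read the other way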
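Material: SR-BI-overexpressing, LDLR-lacking CHO cells | Dosing: Single compound concentration, delivered by pin transfer | Probe or stimulus: Labelled HDL, 10 µg/mL | Signal: Bottom-read cell fluorescence after medium removal, ex 550/em 595 nm | Schedule: 3 h, 37 °C | Evaluation: HDL uptake via cellular fluorescence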
PKA-R1A act: PKA-R1A complex activation | PKA-R1A dissociation, Cy5-IP20 fluorescence polarization; scaled: DMSO 0%, 113 µM cGMP 100% | activation, % at 11.4 µM | 0.083% of 340,000 active;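 active = percent activation above the mean of all tested compounds plus 3 SD, cut at about 19% in these data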;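 note: higher means more PKAc released from R1A so a rise in polarization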
PKA-R2B act: activators of human PKA-R2B complex. PKA-R2B holoenzyme dissociation, Cy5-IP20 fluorescence polarization; R2B truncated from residue 108, S112A mutant; 0% DMSO only, 100% 113 µM cGMP. activation, % at 11.4 µM. P22694+P31323. 0.079% of 340,000 active;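 active = activation above a cutoff set at the mean over all compounds plus 3 SD, cut at about 18% in these data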;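 note: higher means more holoenzyme dissociation and a rise in polarization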
Target sequence (P31323 whole entry, looked up, other chains not shown, the tested form may be a part): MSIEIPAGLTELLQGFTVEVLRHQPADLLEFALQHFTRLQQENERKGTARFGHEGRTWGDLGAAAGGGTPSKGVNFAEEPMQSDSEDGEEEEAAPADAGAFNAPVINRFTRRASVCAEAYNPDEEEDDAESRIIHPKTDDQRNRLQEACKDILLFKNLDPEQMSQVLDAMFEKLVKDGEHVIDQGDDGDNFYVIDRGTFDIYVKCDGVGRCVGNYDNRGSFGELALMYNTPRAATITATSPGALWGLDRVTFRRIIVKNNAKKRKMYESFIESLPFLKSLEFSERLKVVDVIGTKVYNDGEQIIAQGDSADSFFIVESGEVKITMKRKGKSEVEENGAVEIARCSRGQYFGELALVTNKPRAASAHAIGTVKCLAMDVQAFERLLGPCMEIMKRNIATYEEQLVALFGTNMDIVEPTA
NSD2 HMT inh: blocks human histone methyltransferase NSD2 | O96028 | NSD2 peptide methylation, AlphaScreen, 120 min | inhibition, % at 12.5 µM | 0.54% of 310,000 active | AID 743445; in the data active = inhibition above about 50%
Arr AP2 block: blocks beta-arrestin peptide binding to AP2 adaptin; inhibition, % at 10 µM; FITC-arrestin peptide / GST-AP2 beads, flow cytometry; AP2 beta2 appendage carries R879A mutation; AID 504490; 0.31% of 340,000 active;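 active = inhibition above a set limit, near 3 SD of compounds lacking own fluorescence, cut at about 54% in these data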;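 note: plate controls were DMSO wells for no effect and 5 µM unlabelled arrestin peptide for full effect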
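Material – AP2 appendage R879A on GSH beads · Buffer or medium – PBS with 0.05% Tween 20 and 0.1% BSA · Probe or stimulus – fluorescein-tagged arrestin peptide at 50 nM final · Incubation – compound with beads 12 min RT, then probe 1 h RT · Detection – high-throughput flow cytometry of beads, ex 488, em 535 nm · Evaluation – percent response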
SUMO Mot1 rescue: inhibitors of SUMOylation pathway: yeast Mot1-301 growth rescue. S. cerevisiae Mot1-301 growth rescue, ATP luminescence, 38.5C; percent above DMSO median, 100 means doubled. 1% of 320,000 active. growth rescue, % at 18.8 µM;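 active = every valid replicate shows activation above 250% relative to neutral control wells; inactive = the rest, any valid replicate at or below 250%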;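 note: OY570 slx delta 5 strain wells were the positive control but not used for scaling; some compounds called inactive have numbers as strong as hits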
dFosB act: mouse delta FosB homodimer activation | activation, % at 25 µM | P13346 | 0.99% of 340,000 active | purified delta FosB, TAMRA-CDK5 oligo fluorescence polarization; percent of positive-control signal above neutral wells;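 active = mean activation above about 17%, with every replicate also reaching it, limit read from the data, passing the limit was not always enough; inconclusive = only one of the two conditions met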;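 note: fluorescence polarization rise as delta FosB binds a TAMRA Cdk5 AP-1 oligo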
SR-BI HDL uptake: mouse SR-BI HDL lipid transfer inhibition; Q61009; ldlA[mSR-BI] CHO cells, DiI-HDL uptake fluorescence, 3 h; inhibition, % at 12.5 µM; 0.96% of 320,000 active; AID 488896;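 active = mean replicate inhibition of at least 70% and a set share of replicates each scoring 70 or more; inconclusive = meets just one of the two criteria; inactive = fails both criteria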;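 note: 0% = median of neutral control wells and 100% = median of positive control wells; values of inactives mirror those of a sister screen read the other way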
Target sequence (Q61009 whole entry, looked up): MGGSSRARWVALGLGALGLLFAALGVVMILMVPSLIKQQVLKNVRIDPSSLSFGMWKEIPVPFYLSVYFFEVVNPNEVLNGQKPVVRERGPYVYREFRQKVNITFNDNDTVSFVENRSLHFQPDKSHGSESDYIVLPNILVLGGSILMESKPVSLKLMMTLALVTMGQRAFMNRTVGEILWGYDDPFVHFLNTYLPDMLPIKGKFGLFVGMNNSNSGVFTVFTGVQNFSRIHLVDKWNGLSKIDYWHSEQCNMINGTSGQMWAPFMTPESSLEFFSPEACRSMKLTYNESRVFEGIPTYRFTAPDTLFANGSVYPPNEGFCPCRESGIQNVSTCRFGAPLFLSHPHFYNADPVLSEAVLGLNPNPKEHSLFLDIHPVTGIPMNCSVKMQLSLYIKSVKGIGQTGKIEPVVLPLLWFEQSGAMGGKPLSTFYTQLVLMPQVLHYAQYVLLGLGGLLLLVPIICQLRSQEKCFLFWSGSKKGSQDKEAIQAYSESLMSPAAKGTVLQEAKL
CDK5 inh: CDK5/p35 (human) kinase inhibition; Q00535+Q15078; Recombinant CDK5/p35, ADP-Glo luminescence, 60 min; inhibition, % at 10 µM; 0.01% of 330,000 active;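 active = highest replicate inhibition of at least 50% and at least 75% of replicates reaching 50%; inconclusive = only one of the two criteria met; inactive = both criteria failed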;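 note: plate controls were DMSO neutral control for no effect and GW8510 at 10 µM for full effect; many of its hits are not listed in these tables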
Pemphigus Ab inh: human desmoglein-3 autoantibody binding inhibition | binding (percent of control), % at 10 µM | 0.48% of 310,000 active | DSG3-coupled beads, scFv-anti-DSG3-GFP binding, flow cytometry; active compounds read low | AID 588358 | P32926;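 active = binding more than 3 SD below its plate's average and above zero; inconclusive = below that plate limit but binding exactly zero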;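 note: hits lower antibody fragment binding to DSG3; some compounds called inactive have numbers as strong as hits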
An asterisk follows results filed as active; ? = inconclusive; . = not tested or not shown; & = joins results of further samples; ! = not active in a repeat. Some of the compounds tested; rates above refer to the full screens.

molecule	MITF act	SR-BI uptake up	PKA-R1A act	PKA-R2B act	NSD2 HMT inh	Arr AP2 block	SUMO Mot1 rescue	dFosB act	SR-BI HDL uptake	CDK5 inh	Pemphigus Ab inh
O=C(c1cc2cc(Cl)ccc2[nH]1)N1CCC2(CC1)OCCO2	20	-5	2	-6	-4	7	14	1	5	-0.9	95
COC(=O)C1=C(c2ccc(S(C)(=O)=O)cc2)C[C@@H]2CC[C@H]1N2C(=O)NC1CCCCC1	-4	4	2	1	.	2	-12	0	-4	2.6	103
CCCOC(=O)COc1cc(C)cc2oc(=O)c3c(c12)CCC3	0	-38	-3	-3	-6	5	2	-10	38	3.2	105
Clc1ccc(COC(Cn2ccnc2)c2ccc(Cl)cc2Cl)c(Cl)c1 (centres undefined)	-4&-18	-19&11	-3&-17	9&0	.	0&0	26	1&-1	19&3	-2.6&1.3	104&120
CC(C)CC(=O)NC(Oc1ccc(Cl)cc1)C(Cl)(Cl)Cl (centres undefined)	.	-40	-6	-12	.	-8	-15	-5	40	-1.0	.
NNC(=O)c1ccc(Cl)cc1	4	21	8	-4	-2	-2	173	6	2	0.5	115
CC(=NCc1ccc2c(c1)OCO2)c1c(O)n(Cc2ccccc2)c(=O)[nH]c1=O	-4	18	-7	6	0	5	311	-7	-18	0.2	.
O=C1CC(=O)N(c2cccc(Br)c2)C(=O)N1	4	-18	-9	-2	.	1	33	2	18	-14	102
O=C(COc1ccccc1)NCCc1cnc[nH]1	4	12	1	-3	-3	1	-20	7	-12	0.8	102
CSc1ccc(C(=O)C2CCCN(Cc3cc4ccccc4[nH]3)C2)cc1 (centres undefined)	-20	-9	-7	7	-3	21	62	15	9	-2.3	112

More records follow.
molecule	MITF act	SR-BI uptake up	PKA-R1A act	PKA-R2B act	NSD2 HMT inh	Arr AP2 block	SUMO Mot1 rescue	dFosB act	SR-BI HDL uptake	CDK5 inh	Pemphigus Ab inh
CCn1c(O)c(C(c2ccccn2)c2c(O)n(CC)c(=S)[nH]c2=O)c(=O)[nH]c1=S	4	3	10	-9	-2	0	2	-3	-3	0.0	101
COc1cc2c(cc1OC)CN(c1ccc([N+](=O)[O-])c(C(F)(F)F)c1)CC2	6	-36	-2	-10	-2	1	16	6	36	1.9	107
Cc1ccc([N+](=O)[O-])cc1	4	4	1	-3	.	-1	-14	3	-4	-3.4	106
ClC1C(Cl)C(Cl)C(Cl)C(Cl)C1Cl (centres undefined)	-1&-3	14&17	-8&-7	-1&5	.	2&-10	331*!	-1&-2	-14&-17	-0.9&0.6	105&104
O=C(/C=C/c1ccccc1)NC(=S)N1C[C@H]2C[C@H](C1)c1cccc(=O)n1C2	.	15	-20	-2	.	11	136	-7	-15	1.4	109
COC(=O)N(c1ccccc1)P(=O)(Oc1ccccc1)Oc1ccccc1	-4	37	3	-10	-5	-13	-9	2	-37	1.9	.
O=C1NC(=S)N(c2ccccc2)C(=O)/C1=C/c1ccco1	.	24	-15	12	.	1	7	-11	-24	.	112
COc1ccccc1NP1(=O)OCC(C)([N+](=O)[O-])CO1 (centres undefined)	2	6	0	1	-1	36	.	6	-6	0.9	92
O=C(N/N=C/C1C(=O)NC(=S)N(c2ccccc2)C1=O)c1cc(Br)c(O)c(Br)c1 (centres undefined)	-5	-70	8	-4	-7	14	9	-17	?	-1.4	95
c1ccc(CN2CCN(Cc3ccc4ccccc4c3)CC2)cc1	14	17	0	2	12	15	36	-9	-17	-4.3	102

Brought forward from above: 2 compounds; new compounds follow.
molecule	MITF act	SR-BI uptake up	PKA-R1A act	PKA-R2B act	NSD2 HMT inh	Arr AP2 block	SUMO Mot1 rescue	dFosB act	SR-BI HDL uptake	CDK5 inh	Pemphigus Ab inh
O=C(N/N=C/C1C(=O)NC(=S)N(c2ccccc2)C1=O)c1cc(Br)c(O)c(Br)c1 (centres undefined)	-5	-70	8	-4	-7	14	9	-17	?	-1.4	95
c1ccc(CN2CCN(Cc3ccc4ccccc4c3)CC2)cc1	14	17	0	2	12	15	36	-9	-17	-4.3	102
CCC(CO)NC(=O)C1C=C2c3cccc4[nH]cc(c34)CC2N(C)C1 (centres undefined)	-8	-5	-16	-8	.	25	20	-7	5	-4.4	101
COc1ccc2nc3c(C)n(C)ccc-3c2c1	0	-7	4	13	6	-5	.	-5	7	1.5	.
Cc1ccc(NC(=O)c2ncn(CCCNCCN3CCOCC3)n2)cc1C	-4	2	6	2	.	-13	.	-2	-2	0.3	110
O=c1[nH]c(=S)n(C2CCCCC2)c(O)c1/C=N/N1CCOCC1	-1	-9	-5	-9	1	-6	-7	-10	9	3.6	113
CCOP(=O)(OCC)C(Cc1ccccc1)NC(C)=O (centres undefined)	-4	-3	3	0	-1	-1	16	-5	3	-1.4	110
O=[N+]([O-])c1cccc2c([As](=O)(O)O)cccc12	-2	9	6	10	2	2	-4	0	-9	1.6	111
CCOC(=O)C1CCN(C(C)C(=O)c2c[nH]c3ccccc23)CC1 (centres undefined)	-16	14	-1	-8	1	31	-22	-5	-14	0.3	92
COc1ccccc1N1C(=O)NC(=O)C(CCc2ccncc2)(CCc2ccncc2)C1=O	5	4	-3	-2	-1	1	-5	-4	-4	1.0	99
Cc1ccc2c(c1)CC1(CN2C)C(=O)NC(=O)N(c2cccc(C)c2C)C1=O (centres undefined)	.	7	1	14	3	28	-9	-3	-7	-0.6	88
Clc1cc(I)cc(Cl)c1NC1=NCCN1	5	9	0	-6	.	2	-2	2	-9	0.5	98

Next part
Structure | MITF act | SR-BI uptake up | PKA-R1A act | PKA-R2B act | NSD2 HMT inh | Arr AP2 block | SUMO Mot1 rescue | dFosB act | SR-BI HDL uptake | CDK5 inh | Pemphigus Ab inh
CCCCn1c(O)c(C(C)=NCc2cc(OC)cc(OC)c2)c(=O)[nH]c1=O | . | 9 | -9 | -7 | 0 | 18 | 7 | -20 | -9 | -0.3 | 102
O=C1CC(=O)N(Cc2ccccc2)C(=O)N1Cc1ccccc1 | -7 | 6 | 1 | 5 | -2 | -5 | . | -14 | -6 | -1.2 | .
COc1ccc(CCNCc2cccn2C)cc1 | -2 | -38 | 0 | 1 | 16 | 5 | 14 | 3 | 38 | 1.4 | 81
COc1ccc(Cn2c(O)c(/C=N/NC(=O)c3ccccc3O)c(=O)[nH]c2=O)cc1 | -4 | -97 | -3 | -10 | -8 | 7 | -29 | -4 | 97* | 0.2 | 98
O=C(CCC(=O)N1C[C@H]2C[C@@H](C1)c1cccc(=O)n1C2)NCc1ccccc1 | -4 | 6 | 6 | -2 | . | -7 | 3 | 1 | -6 | -0.2 | 92
CN1CCC(c2c[nH]c3ccccc23)C1 (centres undefined) | -3 | 21 | 4 | 8 | 7 | 41 | -13 | -2 | -21 | -0.2 | 90
CC/C(=N\NC(=O)c1ccccc1)c1c(O)n(C2CCCCC2)c(=O)[nH]c1=O | 4 | -57 | -2 | -7 | 9 | -2 | 200 | -2 | 57 | -0.4 | 103
O=[N+]([O-])O[C@H]1CO[C@H]2[C@@H]1OC[C@H]2O[N+](=O)[O-] | 0 | 12 | -5 | -6 | . | -2 | 2 | -4 | -12 | -0.5 | .
Nc1c(C(=O)NCc2ccco2)c2nc3ccccc3nc2n1Cc1ccc(F)cc1 | . | -13 | -5 | 3 | 1 | 27 | -19 | -5 | 13 | 0.0 | 96
NC(=S)c1cn(C2OC(CO)C(O)C2O)c2ncnc(N)c12 (centres undefined) | -81 | -1 | 2 | 2 | . | -3 | 84 | -3 | 1 | 0.0 | 101
Cn1c(O)c(C=NCCN2CCOCC2)c(=O)[nH]c1=S | . | 25 | -5 | -15 | 1 | 3 | -14 | -4 | -25 | -4.1 | 109
COc1ccc(C(=O)CN2CCOCC2)cc1F | -5 | 10 | -7 | -4 | 2 | -7 | -10 | 3 | -10 | -0.4 | 98
ClCCOCOCCCl | -2 | 0 | 4 | 3 | . | 18 | -19 | -3 | 0 | -0.4 | 101
Nc1ccc(N=Nc2ccccc2)cc1 | 35 | 7 | 1 | -3 | 5 | -47 | 89 | 4 | -7 | -8.0 | 104
CCOc1ccc(N2C(=O)NC(=O)/C(=C\c3ccc(N4CCCCC4)o3)C2=O)cc1 | -7 | 11 | -12 | -1 | 9 | -11 | . | -2 | -11 | 0.1 | 155
Cn1nnc(CC[N+](C)(C)C)n1 | . | 19 | . | . | -4 | 23 | 4 | -2 | -19 | -0.2 | 92
CC(C)n1c(O)c(C=NCc2ccccc2)c(=O)[nH]c1=S | 3 | -6 | 2 | -1 | 0 | -7 | 2 | -4 | 6 | 4.9 | 109
CC1CCN2c3nc4ccccn4c(=O)c3CC3(C(=O)N(C)C(=O)N(C)C3=O)C2C1 (centres undefined) | . | -11 | -2 | -12 | 0 | 5 | 87 | -4 | 11 | -3.1 | .
Cc1cccnc1-n1c(-c2ccco2)nc2ccccc2c1=O | -6 | 37 | -2 | 3 | . | 25 | 0 | 5 | -37 | -0.2 | 110
CCOc1cc2c(cc1OCC)-n1cccc1C(c1ccccc1O)NC2 (centres undefined) | 11 | -14 | -4 | -3 | 7 | 10 | -31 | -8 | 14 | 0.7 | 105
COC(=O)C1=CO[C@H](C)[C@H]2CN3CC[C@@]4(C(=O)Nc5ccccc54)[C@@H]3C[C@H]12 | 3 | 26 | -6 | -9 | . | 1 | -4 | -13 | -26 | -2.6 | 104

Limited to SR-BI uptake up, NSD2 HMT inh and dFosB act (four entries from above):
compound | SR-BI uptake up | NSD2 HMT inh | dFosB act
CC1CCN2c3nc4ccccn4c(=O)c3CC3(C(=O)N(C)C(=O)N(C)C3=O)C2C1 (centres undefined) | -11 | 0 | -4
Cc1cccnc1-n1c(-c2ccco2)nc2ccccc2c1=O | 37 | . | 5
CCOc1cc2c(cc1OCC)-n1cccc1C(c1ccccc1O)NC2 (centres undefined) | -14 | 7 | -8
COC(=O)C1=CO[C@H](C)[C@H]2CN3CC[C@@]4(C(=O)Nc5ccccc54)[C@@H]3C[C@H]12 | 26 | . | -13
